S100A4 MyoIIA = blocks human S100A4 binding to myosin IIA peptide | inhibition, % at 10.7 µM | S100A4/TAMRA-MyoIIA peptide fluorescence polarization | P26447 | AID 652163 | 0.14% of 360,000 active;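 active means mean inhibition of at least 70% across replicates, with every replicate also reaching that level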
Target sequence (P26447 whole entry, looked up): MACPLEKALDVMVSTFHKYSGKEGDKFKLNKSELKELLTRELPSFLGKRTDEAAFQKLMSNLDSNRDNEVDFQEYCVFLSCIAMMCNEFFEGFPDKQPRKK
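Material: S100A4 monomer protein / Buffer or medium: 50 mM HEPES pH 7.2, 10 mM CaCl2, 100 mM KCl / Times: 5 min incubation before reading / Benchmarks: neutral control DMSO, positive control TFP / Reagent: labelled myosin peptide probe, 5 nM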
E-selectin induc = induces E-selectin expression in human endothelial cells. activation, % at 7.58 µM. P16581. HUVEC E-selectin immunofluorescence imaging; normalized: neutral wells 0, TNF-alpha wells 100. 0.37% of 260,000 active. AID 686992;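 active means mean E-selectin-positive cell signal at least 10% of the positive control, reached in at least 60% of replicates, without over 20% cell loss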;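 further: in these data hits start at about 27%; measured in HUVEC primary endothelial cells; signal is the percent of cells scored E-selectin positive by PE staining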
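Read-out basis: % PE-positive cells; Test system: HUVEC primary endothelial cells; Technique: immunofluorescence imaging; Dosing: single-point compound dose.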
esBAF inh = inhibitors of esBAF chromatin remodeling in mouse ES cells | Bmi1-luciferase knock-in reporter, 24 h; 100% = twice the neutral-well signal | reporter increase, % at 12.5 µM | 2% of 350,000 active | AID 602393; in the data active means activation above about 40%;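 further: 0% = median of the plate's neutral control wells and 100% = double that signal; a rise in the Bmi1 reporter signal indicates esBAF inhibition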
RAD52 anneal inh = inhibitors of human RAD52 DNA annealing. P43351. recombinant RAD52 DNA annealing, FRET fluorescence. inhibition, % at 18.7 µM. 0.46% of 360,000 active. AID 651710;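 active means every replicate showing at least 50% inhibition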
Xi reactivation = X-chromosome reactivation activator | XiGFP mouse fibroblasts, % GFP-positive cells imaging, 3 d; cells co-treated with 5-aza-dC sensitizer; scaled so ellipticine positive control = 100% | AID 743238 | 0.055% of 360,000 active | activation, % at 7.58 µM;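 active means mean normalized replicate activation at least 10% and every replicate at or above 10%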;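 further: 0% = median of on-plate neutral control wells and 100% = ellipticine 6 µM median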
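material = 68-5-11 XiGFP fibroblast line | medium = DMEM plus 5-aza-dC sensitizer | schedule = 3 days compound exposure | benchmarks = positive control ellipticine, 6 µM final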
EWS-Fli block = EWS/Fli transcriptional activity inhibition | AID 651661 | A673 NR0B1-luciferase reporter, viability-normalised | 0.67% of 350,000 active | inhibition, % at 12.6 µM;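 active means mean inhibition of at least 50% after viability correction, with every replicate also passing that limit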;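 further: firefly luciferase signal divided by Alamar Blue viability fluorescence both relative to DMSO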
FN deposition inh = fibronectin deposition inhibition | AH1F fibroblasts, Alexa488-fibronectin deposition fluorescence, overnight | inhibition, % at 12.6 µM | 0.086% of 350,000 active;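 active means mean inhibition across replicates of 30% or more, regardless of how many single replicates reach that level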;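 further: positive control wells lacked labelled fibronectin entirely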
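test system = AH1F fibroblasts assembling fluorescent fibronectin matrix | quantity = 10000 AH1F cells per well | buffer or medium = DMEM plus 2% serum, read in PBS | doses = single dose, pinned | incubation = 1 h cell attachment, overnight exposure to compound and label | detection = fluorescence at 485 nm excitation, 525 nm emission | read-out basis = inhibition from reduced deposited-fibronectin fluorescence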
RAD54 inh = RAD54 (human) branch migration inhibition; RAD54 Holliday junction branch migration, FAM/BHQ fluorescence; inhibition, % at 10.4 µM; 0.14% of 360,000 active;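 active means mean normalized replicate activity at least 40 and at least half of replicates scoring 40 or more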;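 further: 0% = median of neutral control wells and 100% = median of positive control wells; inhibitors cause a drop in the FAM fluorescence signal; in these data hits start at about 50%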
Target sequence (Q92698 whole entry, looked up): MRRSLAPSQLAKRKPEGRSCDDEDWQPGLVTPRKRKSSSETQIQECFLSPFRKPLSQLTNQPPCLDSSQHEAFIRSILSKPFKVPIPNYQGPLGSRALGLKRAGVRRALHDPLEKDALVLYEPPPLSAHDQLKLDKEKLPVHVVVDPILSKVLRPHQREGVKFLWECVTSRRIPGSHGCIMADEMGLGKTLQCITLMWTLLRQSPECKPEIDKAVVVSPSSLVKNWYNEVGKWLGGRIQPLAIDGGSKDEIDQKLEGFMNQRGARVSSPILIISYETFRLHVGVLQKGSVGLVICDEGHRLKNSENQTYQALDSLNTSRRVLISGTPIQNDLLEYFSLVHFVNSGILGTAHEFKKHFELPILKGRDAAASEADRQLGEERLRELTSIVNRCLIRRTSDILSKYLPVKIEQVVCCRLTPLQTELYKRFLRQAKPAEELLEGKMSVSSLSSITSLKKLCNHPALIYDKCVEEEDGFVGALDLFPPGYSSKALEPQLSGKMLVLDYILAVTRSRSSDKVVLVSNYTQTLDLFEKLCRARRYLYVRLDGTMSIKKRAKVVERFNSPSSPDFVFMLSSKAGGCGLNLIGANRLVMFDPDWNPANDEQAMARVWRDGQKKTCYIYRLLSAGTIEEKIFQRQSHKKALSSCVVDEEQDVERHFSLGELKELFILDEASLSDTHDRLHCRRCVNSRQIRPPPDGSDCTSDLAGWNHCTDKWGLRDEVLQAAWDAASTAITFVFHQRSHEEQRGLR
* marks the source's active call; other numbers are inactive results; . = no result given; & = joins results of further samples.

SMILES	S100A4 MyoIIA	E-selectin induc	esBAF inh	RAD52 anneal inh	Xi reactivation	EWS-Fli block	FN deposition inh	RAD54 inh
COC(=O)CCCC(=O)N1CCC(n2nccc2NC(=O)CCOc2ccccc2)CC1	-2	-0.4	22	-1	-0.1	-19	-4	-1
O=C(COC(=O)c1cc[n+]([O-])cc1)Nc1ccc(SC(F)F)cc1	-5	3.6	.	-43	0.0	-36	-18	-5
COc1ccc2c3c([nH]c2c1)[C@@H](CO)N(C(C)=O)CC31CN(C(=O)CN2CCOCC2)C1	-9	0.0	.	15	0.1	-8	-9	.
CN1C[C@H]2[C@@H](c3ccccc31)[C@@H](CO)N2C(=O)Nc1ccc(F)cc1	6	0.8	-1	-2	0.2	-4	.	0
C#CCN(C[C@@H]1[C@@H](OC(=O)NCc2ccco2)[C@@H](OC(=O)NCc2ccco2)CN(C(=O)OC(C)C)N1C(=O)OC(C)C)S(=O)(=O)c1ccc(C)cc1	-3	0.9	3	-21	0.0	15	-11	-5
CN(C)c1cccc2c(/C=N/O)ccc(N(C)C)c12	0	.	.	9	0.0	-3	12	.
O=C(COC(=O)CCC1CCCC1)Nc1ccc(F)cc1	4	.	-13	-8	0.0	0	-1	-3
CC(CCc1ccccc1)NC(=O)COC(=O)c1cccnc1Cl (stereo not given)	-1	.	-4	-9	-0.2	-1	-1	-6
CCCN(CC(=O)Nc1ccccc1C)C(=O)COc1c(Cl)cccc1Cl	3	-0.4	-5	-18	0.0	0	.	1
CCCC(CCC)C(=O)O	6&-5	0.6&2.0	3&7	-9&-2	0.0&0.1	-8&-11	-6&-3	-3&6
O=C(NCCC1CCCCN1S(=O)(=O)c1ccc(F)cc1)C(=O)NCc1ccccn1 (stereo not given)	2	0.4	-3	-6	0.1	16	4	2
CC1=C(C(=O)N(C)C)CC(CC(=O)NCC2CCCCC2)C(=O)N1Cc1ccccc1 (stereo not given)	5	.	-3	-10	0.3	2	-1	-6
O=C(Cc1ccccc1[N+](=O)[O-])NNC(=O)c1ccncc1	-2	.	5	-9	0.0	14	6	-2
CCCNC(=O)C[C@H]1CC[C@@H]2[C@H](COC[C@H](O)CN2CC2CCCCC2)O1	-5	-0.1	5	-5	0.5	.	-11	3
Cc1ncc(C(O)c2ccccc2)n1Cc1ccccc1 (stereo not given)	-2	.	3	-6	0.8	-2	11	-6
CCc1nnc(NC(=O)CC(=O)Nc2ccccc2C(=O)O)s1	1	.	-9	-2	.	12	.	2
CN(Cc1nccn1C)C(=O)c1cc(COc2cccc(C(F)(F)F)c2)on1	3	.	22	-1	0.2	.	3	6
Cc1nonc1OCCCNc1ccc([N+](=O)[O-])cc1Cl	-7	1.3	.	-18	0.4	-44	-5	-5
CC(=O)c1c[nH]c(C(=O)NC2CCCCCC2)c1	-5	.	.	5	0.2	.	-5	-7
Cc1ccc(CC(NC(=O)C2CCCCC2)C(=O)O)cc1 (stereo not given)	-9	0.0	2	-10	-0.1	4	2	-8
CSCCC(NC(=O)c1ccccc1)C(=O)OCC(=O)N(C)CCC#N (stereo not given)	5	-3.5	.	-12	-0.1	-7	0	.
C=C(C)c1cccc(C(C)(C)NC(=O)N2CCC(C(N)=O)CC2)c1	-16	0.1	.	-7	-0.1	4	3	.
Cc1cc(=O)n2[nH]c(C)cc2n1	-6	1.1	3	-2	0.1	8	7	.
S=C1NC(c2cccs2)=CC(c2ccc(Br)cc2)N1 (stereo not given)	.	-1.4	.	.	-0.1	.	-7	-6
CCCN1C[C@H](C)[C@H](OC)CN(C)C(=O)c2cc(NC(=O)Nc3ccccc3F)ccc2OC[C@H]1C	-11	0.0	4	-9	0.3	-2	3	6
C[C@H](CO)N1C[C@H](C)[C@H](CN(C)C(=O)Cc2cccnc2)Oc2ncc(/C=C/c3ccccc3)cc2C1=O	0	0.0	3	10	0.0	-4	1	2
CCCc1c(C)nc2ccccc2c1SCCC#N	0	.	.	-8	0.0	5	.	.
COc1ccc(C2CC(c3cccc(F)c3)=NN2c2ccc(S(N)(=O)=O)cc2)cc1 (stereo not given)	-4	-0.7	0	-14	0.2	11	-2	0
Cc1noc(C)c1S(=O)(=O)N(C)C[C@H]1OCCCC[C@H](C)Oc2ccc(NS(=O)(=O)c3ccccc3)cc2C(=O)N([C@@H](C)CO)C[C@@H]1C	37	.	-2	-7	-0.1	6	8	-8
O=C(/C=C/c1ccco1)N(Cc1ccccc1)C1CCS(=O)(=O)C1 (stereo not given)	-6	.	14	-17	0.0	6	-3	-11
Cc1ccc(NC(=O)c2ccc(NCCCN3CCC(C)CC3)c([N+](=O)[O-])c2)c(C)c1	-4	0.2	6	-1	0.0	13	5	7
COc1cc(NC(=O)COc2cc(C)cc3oc(=O)c(C)c(C)c23)cc(OC)c1OC	0	-0.1	-3	-7	0.0	.	-4	9
Nc1nc(SCc2nc3scc(-c4ccccc4)c3c(=O)[nH]2)n[nH]1	-4	.	-7	-57	.	3	.	-6
CNc1cccc(-c2ccc(C(C)=O)s2)n1	2	-0.8	53*	-6	0.0	-82	-5	12
O=C(COC(=O)c1cc(S(=O)(=O)N2CCOCC2)ccc1F)Nc1ccc(Cl)cn1	5	.	2	-14	0.0	-3	1	-10
Cc1ccccc1NC(=O)c1cc(-c2ccco2)nc2ccccc12	-19	.	.	-42	-0.1	3	-2	3
O=C(NC1CCCC1)c1cccc2c1C(=O)c1ccc(/C=C/c3ccccc3)cc1S2(=O)=O	-2	0.1	7	-10	14*	11	-6	0
O=c1ccc2cc(S(=O)(=O)N3CCN(c4ccccc4F)CC3)ccc2o1	-5	-0.1	.	-6	0.2	8	-3	0
COc1ccc(CN2CCC(C)CC2)cc1OCc1ccccc1	-9	1.3	5	-8	0.1	-3	0	0
COc1ccc(C)cc1NC(=O)c1sc2nc(C)nc(N3CCOCC3)c2c1C	0	.	-3	-7	0.0	3	-7	9
CCCn1c(=O)c2[nH]c(-c3ccc(OCC(=O)Nc4ccc(C#N)cc4)cc3)nc2n(CCC)c1=O	-11	1.0	1	-13	0.1	5	-2	-9
Cc1onc(-c2ccccc2)c1C(=O)N1CCC(C)(C(=O)NS(=O)(=O)C2CC2)C1 (stereo not given)	-2	0.0	-5	-56	0.0	-2	0	2
C[C@@H](NS(=O)(=O)c1cc(Cl)ccc1F)[C@H](O)c1ccccc1	-1	0.1	1	0	-0.1	3	9	3
CCS(=O)(=O)Nc1cccc(-c2ccc3nnc(-c4cccnc4)n3n2)c1	1	.	-2	-5	-0.1	-12	7	-11
COc1ccc(NC(=O)N(C)C[C@H]2OCCCC[C@H](C)Oc3ccc(NC(=O)Cc4ccccc4)cc3C(=O)N([C@H](C)CO)C[C@@H]2C)cc1	-3	0.1	16	5	-0.1	-13	.	-2
COc1ccc(OC)c(/C=C2\NC(=O)NC2=O)c1	2	-1.3	-18	-34	-0.1	-1	11	.
COCCNC(=O)Cn1c(=O)n(Cc2ccc(C(=O)NCCc3ccc(OC)c(OC)c3)cc2)c(=O)c2ccccc21	-3	0.1	-3	-11	0.0	-2	3	5
COc1ccc(-c2noc(C3CCCN(C(=O)c4cccc(F)c4)C3)n2)cc1 (stereo not given)	-3	0.1	7	-22	0.0	-16	-5	3
COc1cc(OC)cc(-c2c(-c3cccs3)c3cc(-c4ccn[nH]4)ccc3n2C)c1	-5	0.5	16	-7	0.0	2	-10	1
Cc1ccc([C@@H]2C[C@H]3[C@@H](CN2S(=O)(=O)c2ccc(C)cc2)C(=O)C[C@@H](c2cccc(Cl)c2)N3S(=O)(=O)c2ccc(C)cc2)cc1	-5	-7.8	-2	-12	-0.1	9	4	-2
O=C(NCCc1ccccc1)C1CCCN1S(=O)(=O)c1ccc(Cl)cc1 (stereo not given)	-1	.	-2	-15	0.1	6	-10	-8
Cc1ccc(C(=O)Nc2ccc(N3CCN(S(C)(=O)=O)CC3)cc2)cc1	2	.	6	-20	.	-19	.	-7
COc1ccc(NC(=O)N(C)C[C@@H]2Oc3ccc(NS(=O)(=O)c4ccc(C)cc4)cc3C(=O)N([C@H](C)CO)C[C@@H]2C)cc1	.	0.5	-5	.	-0.1	-4	.	.
Cn1cc(CN2CCCC(CNS(=O)(=O)c3cccc4cccnc34)C2)cn1 (stereo not given)	0	-0.6	.	-2	0.0	4	-2	-5
CC(C)CN1CCC1(C)C(=O)Nc1cccc(C#N)c1 (stereo not given)	-6	-0.1	5	-12	0.1	-8	14	-1
C/C=C/c1ccc([C@H]2[C@@H](CO)N3C(=O)CN(Cc4ccc(C)cc4)C[C@H]23)cc1	7	0.6	.	0	0.2	.	.	.
COc1ccc(C(=O)NNC(=O)c2cc3ccccc3cc2O)cc1	5	1.0	.	-17	0.2	-2	-5	-4
CCC(=O)N1[C@@H](CO)[C@@H](c2ccc(-c3ccccc3OC)cc2)C12CN(C(C)=O)C2	9	-0.2	.	-20	0.3	-2	.	.
CCCOc1ccc(NC(=O)CC2C(=O)OCC3CCCCN32)cc1 (stereo not given)	0	-0.6	-3	-20	0.1	-3	4	-1
N#C/C(=C\c1ccc(F)cc1)C(=O)NC1CCS(=O)(=O)C1 (stereo not given)	1	.	5	-26	0.3	0	-8	-6

2 entries picked at random from those above:
SMILES	S100A4 MyoIIA	E-selectin induc	esBAF inh	RAD52 anneal inh	Xi reactivation	EWS-Fli block	FN deposition inh	RAD54 inh
Cc1nonc1OCCCNc1ccc([N+](=O)[O-])cc1Cl	-7	1.3	.	-18	0.4	-44	-5	-5
CCc1nnc(NC(=O)CC(=O)Nc2ccccc2C(=O)O)s1	1	.	-9	-2	.	12	.	2

(more compounds)
SMILES	S100A4 MyoIIA	E-selectin induc	esBAF inh	RAD52 anneal inh	Xi reactivation	EWS-Fli block	FN deposition inh	RAD54 inh
CC(C(=O)NC1CCCC1)N(C(=O)c1snc(C(N)=O)c1N)c1ccc2c(c1)OCCO2 (stereo not given)	.	0.1	6	.	.	.	5	7
CC(=O)N(C)C[C@H]1Oc2cc(C#CCC(C)C)ccc2S(=O)(=O)N([C@H](C)CO)C[C@@H]1C	-14	-2.3	-6	2	-0.2	0	-21	2
O=C(Cn1ccc(C(F)(F)F)n1)N/N=C/c1ccc(N2CCOCC2)cc1	-5	.	.	-42	0.0	-12	-3	.
C[C@@H]1CN([C@@H](C)CO)C(=O)CCCn2cc(nn2)CO[C@@H]1CN(C)Cc1ccc(-c2ccccc2)cc1	24	0.1	0	-11	0.2	-5	6	-3
Cc1ccc(OCC(=O)Nc2cnn(CCCC(=O)O)c2)c([N+](=O)[O-])c1	-1	.	-12	-8	0.0	0	-10	.
O=C(COc1ccc(-c2nnco2)cc1)N1CCOCC1	1	-0.2	-4	-3	-0.1	4	-3	4

Filtered by structure: the compounds so far with a cyano group (five)
SMILES	S100A4 MyoIIA	E-selectin induc	esBAF inh	RAD52 anneal inh	Xi reactivation	EWS-Fli block	FN deposition inh	RAD54 inh
CSCCC(NC(=O)c1ccccc1)C(=O)OCC(=O)N(C)CCC#N (stereo not given)	5	-3.5	.	-12	-0.1	-7	0	.
CCCc1c(C)nc2ccccc2c1SCCC#N	0	.	.	-8	0.0	5	.	.
CCCn1c(=O)c2[nH]c(-c3ccc(OCC(=O)Nc4ccc(C#N)cc4)cc3)nc2n(CCC)c1=O	-11	1.0	1	-13	0.1	5	-2	-9
CC(C)CN1CCC1(C)C(=O)Nc1cccc(C#N)c1 (stereo not given)	-6	-0.1	5	-12	0.1	-8	14	-1
N#C/C(=C\c1ccc(F)cc1)C(=O)NC1CCS(=O)(=O)C1 (stereo not given)	1	.	5	-26	0.3	0	-8	-6

Screening results: PubChem BioAssay, Broad Institute
